HEK293 NOD2/NF-kB: NOD2 signaling inhibitors, cell-based, luminescence, uHTS, HEK293 (AID 1566); HEK293 NOD2/NF-kB luciferase reporter, luminescence; higher % means a stronger effect; inhibition, % at 4 µM, or EC50 in µM where a hit was titrated; actives 0.63% (n = 290,000); in the data active = inhibition above about 50%; note: many of its hits are not listed in these tables
NOD1 inhibition: NOD1 signaling inhibitors, primary screen, cell-based, luminescence, uHTS (AID 1578); inhibition, % at 4 µM, or EC50 in µM where a hit was titrated; NOD1-driven NF-kB luciferase reporter cells, luminescence; higher % means a stronger effect; actives 1% (n = 290,000); in the data active = inhibition mostly above about 36%, no sharp cut-off; inactive = mostly below about 34%;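 note: HEK-293T reporter cells stimulated with the NOD1 agonist gamma-tri-DAP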
Autophagy HCS: autophagy modulators in MEF cells, primary screen, imaging, high-content, MEF GFP-LC3; MEF GFP-LC3 puncta imaging; test concentration mostly 10 µM; calls only at 10 µM (by protocol); actives 0.98% (n = 190,000); AID 463193, 2010;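 active = percentage of spot-positive cells more than 3 SD above its plate mean, without a fluorescence outlier flag or 80% toxicity; inconclusive = no clear call, values can overlap the other calls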;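 note: spot-positive cell cutoff set from DMSO-treated cells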
MT stabilize HCS: microtubule stabilizers in HeLa cells, primary screen, imaging, high-content imaging; HeLa tubulin immunostaining HCS, 24 h; share of cells brighter than vehicle mean+2SD; % tubulin-high responders, % at 10 µM; actives 0.83% (n = 200,000); AID 2205, 2009;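 active = plate Z-score above 3 for both tubulin-high and condensed-nucleus cell shares, with cell loss under 80%, at 10 µM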;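 note: anti alpha tubulin signal scored within the nucleus-defined area of each cell; some results filed as inactive read as strong as hits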
bCat nuc transl: modulators of beta-catenin nuclear translocation, primary screen, imaging, HeLa cells, immunofluorescence, high-content; nuclear translocation activity, % at 5 µM; actives 0.3% (n = 190,000);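 active = nuclear translocation activity above 50% at 5 µM, with a well cell count of 50 or more; inconclusive = wells under 50 cells across six images, flagged as toxic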;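 note: per-cell ratio of nuclear to cytoplasmic median beta-catenin stain intensity; plate controls were DMSO negative control for no effect and GSK-3 inhibitor IX positive control for full effect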
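Test system: human HeLa cells, native beta-catenin. Compound dosing: 5 µM primary single dose, 0.1% DMSO, 0.02–20 µM confirmation series. Incubation: compound exposure 24 h at 37°C. Detection: beta-catenin immunostaining with DAPI counterstain, 20x imaging, 6 fields/well. Read-out basis: Nuclear/cytoplasmic beta-catenin signal ratio, % activation.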
P. falciparum M17LAP: P. falciparum M17LAP inhibitors, primary screen, biochemical, fluorogenic H-Leu-NHMec substrate, 1536-well (AID 1619). inhibition, % at 30 µM; hits with a dose series show IC50 in µM. actives 0.38% (n = 220,000). recombinant M17LAP, H-Leu-NHMec fluorogenic kinetic assay; higher % means a stronger effect;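 active = compound inhibiting the enzyme by more than half at any dose during confirmatory dose-response retesting; inconclusive = strong single-dose inhibitors picked by rank but not retested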;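 note: plate controls were full reaction with DMSO carrier for no effect and no enzyme background for full effect; strong numbers were not always called active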
Dynein transport: inhibitors of GR-EGFP nuclear translocation, primary screen, dynein cargo transport inhibitor project, imaging, high-content, 3617.4 mouse cells; actives 0.47% (n = 220,000); test concentration mostly 20 µM; stimulated with dexamethasone, 1 µM; stronger effect = lower value; z-score, hits read low; AID 1381, 2008;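 active = plate z-score of nuclear minus cytoplasmic receptor signal below a set negative limit, without overly bright fluorescence or cell loss, cut at about -3.5 in these data, passing the limit was not always enough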;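 note: z-score of nuclear minus cytoplasmic ring GR-EGFP intensity difference per well; some compounds called inactive have numbers as strong as hits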
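Buffer or medium – tet-free medium with charcoal-stripped serum · Signal – automated 10x imaging of fixed Hoechst-stained cells · Also added – dexamethasone agonist, 1.0 µM final, for 30 min · Incubation – induction 48 h, compound 1 h, agonist 30 min · Read-out – GR-EGFP nuclear translocation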
Yfh1-depleted yeast: enhancers of respiration in Yfh1-depleted yeast, dose response, Friedreich's ataxia, plus single-dose screen (AID 1465); actives 0.074% (n = 220,000); fold induction at 50 µM; hits with a dose series show EC50 in µM; S. cerevisiae Yfh1-off respiration, WST-1 reduction, 72 h; higher fold induction means a stronger effect;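 active = fold induction of absorbance versus untreated yeast above a set limit, then at least 30% activation at any dose in follow-up; inconclusive = repeats straddling the limit, or above it without dose testing; inactive = fold induction below the set limit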;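 note: activators that raise dye reduction in frataxin-depleted yeast; strong numbers were not always called active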
Insulin prom up: insulin promoter activators in MIN6 cells, imaging, high-content screening, mouse beta cells; MIN6 insulin promoter-GFP reporter; stronger effect = higher value; z-score at 5 µM; actives 0.3% (n = 190,000); AID 1625, 2009;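 active = z-score above 3 at 5 µM with at least 500 cells counted in the well; inconclusive = wells under 500 cells, flagged as cytotoxic or low count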
Dynein transport cytoplasmic EGFP: recorded beside Dynein transport, whose call it bears; z-score; measured here: cytoplasmic GR-EGFP intensity; stronger effect = higher value
Dynein transport nuclear GR-EGFP: second read-out of Dynein transport, no call of its own (marks repeat the call); z-score; measured here: nuclear GR-EGFP intensity;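 lower value marks the stronger effect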
Dynein transport cell count: also measured in Dynein transport; calls as there; z-score; measured here: cell count per field
Insulin prom up cell count: further read-out of Insulin prom up, marked with its call; cell count; measured here: cytotoxicity, nuclei count;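 total cells summed across four imaged fields per well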
bCat nuc transl cell count 5 µM: second read-out of bCat nuc transl, no call of its own (marks repeat the call); cell count; measured here: cell count, cytotoxicity flag
MT stabilize HCS Hoechst-high %: further read-out of MT stabilize HCS, marked with its call; % Hoechst-high responders; measured here: nuclear condensation Hoechst responders;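 share of cells brighter than vehicle mean plus two SD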
MT stabilize HCS cytotoxicity %: also measured in MT stabilize HCS; calls as there; toxicity, %; measured here: cytotoxicity by cell density;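 0% = mean cell density of plate MIN control wells and 100% = no cells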
Autophagy HCS cell loss 18 h: second read-out of Autophagy HCS, no call of its own (marks repeat the call); toxicity, %; measured here: cell loss, nuclei count;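 cell loss after 18 h compound exposure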
Starred values were filed as active, the others as inactive; i = inactive; ? = inconclusive; . = no result given. The list is partial (hit frequency here may not be typical).

SMILES	HEK293 NOD2/NF-kB	NOD1 inhibition	Autophagy HCS	Autophagy HCS cell loss 18 h	MT stabilize HCS	MT stabilize HCS Hoechst-high %	MT stabilize HCS cytotoxicity %	bCat nuc transl	bCat nuc transl cell count 5 µM	P. falciparum M17LAP	Dynein transport	Dynein transport cytoplasmic EGFP	Dynein transport nuclear GR-EGFP	Dynein transport cell count	Yfh1-depleted yeast	Insulin prom up	Insulin prom up cell count
O=C(O)c1ccc(NS(=O)(=O)/C=C/c2ccccc2)cc1	17%	4%	i	7	3.6	1.8	9.5	-5.4	1144	-17%	-0.29	-0.2	0.35	-0.085	i	-0.25	1311
Cc1ccc(C(=O)NCC(=O)OCC(=O)NCCc2ccccc2)s1	6%	-23%	i	-10	4.4	1.7	7.9	1.0	1074	7%	0.74	-0.39	-0.34	0.41	i	0.46	1287
NC(=O)C(CC(=O)O)NC(=O)[C@@H]1CCOc2c(I)cc([N+](=O)[O-])cc2C(=O)N[C@@H](CO)C(=O)N[C@@H](Cc2ccc(O)cc2)C(=O)N1 (stereo not given in full)	3%	-30%	i	-12	1.8	2.2	4.7	.	.	35%	-0.16	-0.21	0.39	0.33	i	1.3	1338
O=C1NC(C(=O)O)=CC(c2ccc([N+](=O)[O-])cc2)N1 (stereo not given)	14%	-4%	.	.	.	.	.	-2.6	1234	10%	0.95	-0.19	0.36	-0.0057	i	0.23	1533
COc1ccc(/C=C/C(=O)Nc2nonc2NC(C)=O)cc1	-6%	-19%	i	-49	4.0	3.8	5.4	-1.5	1119	-5%	0.51	-0.29	0.27	0.54	i	0.05	1497
CC1CCCN(C(=O)c2ccc3c(c2)C(=O)N(CCC2=CCCCC2)C3=O)C1 (stereo not given)	11%	-19%	i	11	3.8	1.7	6.5	-0.3	462	0%	1.7	-0.14	1.9	-1.2	.	-0.28	973
COC(=O)c1ccc(NCCC(=O)O)cc1	11%	-9%	i	1	3.6	2.3	6.2	.	.	7%	-0.023	-0.13	-0.072	0.52	i	-0.86	1179
Oc1ccc(/C=N/Nc2ncc(Br)cn2)c(O)c1	-107%	-25%	i	13	9.0	0.9	6.1	-0.2	1092	-13%	-0.76	-0.22	-0.41	-0.021	i	0.42	1304
O=C(Nc1nccs1)C(=O)c1c[nH]c2ccccc12	-70%	-25%	i	-11	2.3	1.0	5.7	-5.5	1062	11%	-0.75	-0.24	-0.37	1	i	0.91	654
COc1cc(OC)cc(-n2nnnc2SCC(=O)NCCc2ccc(OC)c(OC)c2)c1	17%	-6%	i	10	2.7	2.9	12	0.3	1504	8%	-0.35	-0.22	-0.49	0.51	i	-1.9	1463
Cc1oc(C(C)(C)C)cc1C(=O)Nc1ccc(N2CCOCC2)cc1	23%	2%	.	.	.	.	.	1.9	1080	-2%	-0.83	-0.23	-0.68	1.7	i	-0.49	1354
CC(=O)c1ccc(Nc2ccc(-c3ccccc3F)nn2)cc1	-77%	-67%	i	-9	2.2	3.1	4.6	1.4	1108	28%	0.93	-0.16	-0.0055	-0.57	i	0.23	1257
COc1ccc(OC)c(S(=O)(=O)Nc2ccc3c(c2)C(=O)OC3)c1	9%	1%	.	.	.	.	.	0.5	1285	15%	-0.27	-0.27	0.47	0.13	i	-0.39	1022
O=C(Nc1ccon1)c1cc2c(s1)CCCCCC2	-96%	-43%	i	-6	2.6	1.6	3.6	-1.6	1082	7%	-0.17	-0.19	-0.36	0.9	i	-0.55	995
Cc1ccc(C2C3=C(CC(C)(C)CC3=O)Nc3onc(C)c32)cc1 (stereo not given)	8%	34%	i	2	2.0	1.2	18	-0.8	1073	-21%	2.3	-0.38	0.8	-0.27	i	0.62	852
CSc1ccc(-c2nc(O)c3cnccn23)cc1	-2%	-18%	i	10	3.2	1.1	4.4	0.1	1147	12%	-0.86	-0.27	-0.33	0.32	i	-0.67	1341
CCOC(=O)C1=C(CC)Nc2ccccc2N=C1NC(=O)c1ccc(OC)c(S(=O)(=O)N2CCCCC2C)c1 (stereo not given)	3%	-1%	i	-5	5.3	4.4	7.3	-0.9	1068	-3%	0.81	-0.37	0.92	-0.52	i	-0.9	1275
CC12CCC(C(=O)Nc3cc(Cl)ccc3Cl)(C(Br)C1=O)C2(C)C (stereo not given)	5%	-9%	i	12	1.6	4.2	4.8	-0.8	525	5%	-0.77	-0.26	-0.52	0.39	i	0.33	1333
O=C(Nc1ccccc1)C1=C[C@H](c2csc3ccccc23)C[C@H](OCc2ccc(CO)cc2)O1	-14%	-5%	i	-5	5.9	1.5	7.2	-0.8	1140	-5%	-0.56	-0.3	0.014	0.01	i	-1	1305
O=C(c1ccccc1)N1CC(COc2ccccc2)OC(c2cccnc2)O1 (stereo not given)	-10%	-10%	i	7	4.5	2.7	6.0	1.2	1356	5%	-1.5	-0.27	-0.82	0.79	i	0.83	1593
CCOC(=O)/C(C#N)=C\c1ccc(N2CCN(C)CC2)cc1	4%	-15%	i	7	2.6	2.1	9.5	-0.5	1091	28%	-0.28	-0.19	0.21	-0.31	i	0.34	1961
CN(c1cccnc1)c1ncnc2[nH]ncc12	15%	-6%	.	.	.	.	.	-1.1	1192	11%	-0.32	-0.25	-0.21	0.28	i	-0.62	1510
CCC(=O)N1N=C(c2ccc(NS(C)(=O)=O)cc2)CC1c1ccc(N(C)C)cc1 (stereo not given)	-20%	-26%	i	-24	5.7	1.8	14	0.6	1119	0%	-0.38	-0.27	-0.23	0.6	i	.	.
CC(C)C(=O)Nc1nnc(SCC(=O)NCc2cccs2)s1	-5%	10%	i	-3	1.9	2.3	5.2	-4.5	1097	2%	-0.77	-0.16	-0.21	0.44	.	0.72	1807
O=C(NCCc1ccccc1)C1CCN(C(=O)c2ccc([N+](=O)[O-])cc2)CC1	12%	-19%	i	-1	2.9	3.0	14	2.0	801	-6%	-0.16	-0.34	0.15	0.66	i	0.14	1619
CCSc1nc2ccccc2n1CCOc1ccccc1	-34%	-23%	i	8	2.4	2.8	7.7	-5.0	583	8%	0.93	-0.19	0.61	1.1	i	.	.
COc1ccccc1C(=O)NC(=S)/C=C1/N(C)c2ccccc2C1(C)C	10%	90%*	i	-1	2.5	3.3	7.2	.	.	-2%	-0.21	-0.16	-0.42	0.14	i	?	.
COc1ccc(S(=O)(=O)N2CCOC2CNC(=O)C(=O)NCCc2c[nH]c3ccccc23)cc1C (stereo not given)	16%	-14%	i	9	5.0	2.8	6.5	0.1	506	-4%	-0.93	-0.23	0.18	0.45	i	-0.36	1318
Cc1ccccc1NC(=S)NC(NC(=O)N(C)C)C(Cl)(Cl)Cl (stereo not given)	5%	-33%	i	20	2.6	2.5	11	.	.	-2%	-0.51	-0.23	-0.79	0.46	i	.	.
CCOC(=O)C1CCCN(S(=O)(=O)c2cc(Br)cc3c2N(C(=O)C2CC2)CC3)C1 (stereo not given)	-2%	-22%	i	11	2.4	0.8	6.5	-3.9	1194	1%	-0.3	2.2	0.54	-0.5	i	-0.61	1265
O=c1c([N+](=O)[O-])cccn1Cc1cccc(Cl)c1	2%	-25%	i	-4	2.1	2.0	0.5	.	.	6%	1.3	0.018	0.91	-1.8	i	-0.27	1098
Cc1ccc(NC(=O)Cn2c(O)c(N=NC(=O)c3cc4ccccc4cc3O)c3ccccc32)cc1	-4%	-37%	i	-11	5.0	2.4	6.4	-0.9	886	4%	-0.44	-0.18	-0.46	0.15	i	0.61	1286
Cc1cccc(C(=O)NNC(=O)CN2C(=O)c3ccccc3C2=O)c1	3%	-14%	i	-3	5.4	2.3	15	0.2	1085	38%	2.3	0.14	1.6	-1.8	i	-0.17	1533
O=C1NC(=O)/C(=C\c2ccc(OCc3cccc([N+](=O)[O-])c3)cc2)N1	-8%	-1%	i	-2	4.1	2.1	1.2	-1.8	1098	17%	-0.53	-0.34	-0.22	0.94	i	0.51	1202
COC(=O)c1c(N)n(-c2ccc(N3CCOCC3)cc2)c2nc3ccccc3nc12	7%	-10%	.	.	.	.	.	1.2	1149	.	.	.	.	.	.	-0.45	1016
Cc1cc(C2=NNC(=Nc3ccccc3)SC2)c(C)n1C	-60%	-39%	i	0	2.0	2.1	4.5	-0.8	1039	-4%	-0.014	-0.21	-0.32	0.95	i	-0.07	1256
O=C(/C=C/c1ccco1)N1CCN(S(=O)(=O)c2cccs2)CC1	1%	-5%	.	.	.	.	.	-0.9	1151	10%	0.37	-0.26	0.051	-0.47	i	-0.65	1490
CCOC(=O)c1oc2ccc(S(=O)(=O)n3nc(-c4ccccc4)cc3N)cc2c1C	32%	46%	i	6	1.4	5.0	11	-6.5	1194	5%	0.8	-0.22	0.45	-0.62	i	-8.5	511
CCOc1ccc2[nH]c(O)c(NC(C)=O)c2c1	13%	-12%	i	0	3.8	1.7	4.8	0.0	972	3%	-0.51	-0.25	-0.36	0.68	i	-0.47	1739
